RGS7-Gao: regulators of human RGS7-Galphao interaction; P09471; Multiplexed bead flow cytometry, RGS7-Galphao binding; actives lie on both sides; binding response (% of control), % at 10 µM; 0.35% of 220,000 active; AID 1439; in the data active = binding response below about 49% or above about 150%; inconclusive = no clear call, values can overlap the other calls; inactive = in between;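 note: fluorescent Galphao held in activated GDP-AlF4 state binding bead-coupled RGS7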
Target sequence (P09471 whole entry, looked up): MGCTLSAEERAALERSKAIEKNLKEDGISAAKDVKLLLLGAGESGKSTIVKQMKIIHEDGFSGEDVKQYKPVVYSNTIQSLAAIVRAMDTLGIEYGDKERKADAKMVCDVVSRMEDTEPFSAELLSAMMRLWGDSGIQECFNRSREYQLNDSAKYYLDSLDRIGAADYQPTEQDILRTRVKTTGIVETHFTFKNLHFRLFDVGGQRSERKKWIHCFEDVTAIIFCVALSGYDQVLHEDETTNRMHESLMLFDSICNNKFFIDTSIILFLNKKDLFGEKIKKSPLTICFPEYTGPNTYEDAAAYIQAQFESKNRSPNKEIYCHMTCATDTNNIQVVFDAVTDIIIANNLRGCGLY
Bfl-1 Bim block: inhibitors of Bim-Bfl-1 interaction, human; Bead-based flow cytometry, Bim-Bfl-1 binding inhibition; 0.12% of 190,000 active; Q16548; inhibition, % at 10 µM;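 note: 0% = wells without compound plus tracer and 100% = blocker peptide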
Bcl-XL Bim block: inhibitors of Bim-Bcl-XL interaction, human; inhibition, % at 10 µM; Q07817; Bim peptide-Bcl-XL binding, bead flow cytometry, fluorescence; 0.04% of 190,000 active
GSH bead fluor: GSH bead compound fluorescence profile. GSH beads flow cytometry, compound fluorescence 488/530 nm; hits give high values. fluorescence (KMESF) at 10 µM. 0.25% of 190,000 active. AID 1776; in the data active = fluorescence above about 89;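 note: glutathione beads carrying GST-tagged Bcl family fusion proteins plus one bare bead set; values are compound well signal with DMSO vehicle wells as background; inactives centre near 16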
RGS8-Gao reg: regulators of human RGS8-Galphao interaction | P09471 | response (percent of control binding), % at 10 µM | multiplexed bead flow cytometry, RGS8-Galphao binding; actives lie on both sides | 0.34% of 220,000 active | AID 1423; in the data active = response below about 60% or above about 140%; inactive = in between;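 note: Galphao activated as the GDP aluminium fluoride complex binding bead-coupled RGS8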
Bcl-B Bim block: disrupts Bim peptide binding to human Bcl-B; inhibition, % at 10 µM; Q9HD36; bead-based flow cytometry; 0.073% of 190,000 active;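 note: 0% = tracer peptide without compound and 100% = reference inhibitor peptide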
Target sequence (Q9HD36 whole entry, looked up): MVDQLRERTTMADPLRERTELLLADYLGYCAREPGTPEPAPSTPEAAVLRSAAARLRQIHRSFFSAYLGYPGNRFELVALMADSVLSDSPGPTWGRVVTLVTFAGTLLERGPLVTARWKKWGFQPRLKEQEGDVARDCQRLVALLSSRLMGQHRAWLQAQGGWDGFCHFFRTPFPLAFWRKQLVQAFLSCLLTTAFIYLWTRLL
ABCG2 inh: blocks JC-1 efflux by human ABCG2 transporter | Q9UNQ0 | IgMXP3 cells, flow cytometry | AID 1325 | 0.1% of 190,000 active | inhibition, % at 6.6 µM;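 active = inhibition above 80%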;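 note: 0% = DMSO and 100% = nicardipine control wells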
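Assay system – ABCG2 IgMXP3 and barcoded ABCB1 CCRF-Adr cell mix · Input – 3 million cells/mL in well · Reagent – JC-1 fluorescent substrate · Compound – single test compound dose, 6.6 µM final · Timing – 10 min exposure at 25 °C with rotation, no wash · Detection – flow cytometry of retained JC-1 fluorescence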
RGS4-Gao reg: modulates binding of RGS4 to human Galphao; Multiplexed bead flow cytometry; actives lie on both sides; binding response (% of control), % at 10 µM; AID 1415; P09471; 0.33% of 220,000 active; in the data active = binding response below about 49% or above about 150%; inactive = in between;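 note: fluorescent Galphao activated with aluminum fluoride binding bead-coupled RGS4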
ABCB1 block: blocks JC-1 efflux by human ABCB1 transporter. P08183. CCRF-Adr cells, flow cytometry. inhibition, % at 6.6 µM. 0.067% of 190,000 active; in the data active = inhibition above about 40%;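 note: 0% = vehicle and 100% = reference inhibitor; higher value means more JC-1 retained so stronger ABCB1 efflux block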
Bim-Bcl-2: disrupts Bim peptide binding to human Bcl-2. P10415. Bead-based flow cytometry, Bim peptide-Bcl-2 binding. inhibition, % at 10 µM. 0.06% of 190,000 active; in the data active = inhibition above about 40%; inconclusive = no clear call, values can overlap the other calls;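 note: 0% = no compound wells with probe peptide and 100% = reference peptide inhibitor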
Target sequence (P10415 whole entry, looked up): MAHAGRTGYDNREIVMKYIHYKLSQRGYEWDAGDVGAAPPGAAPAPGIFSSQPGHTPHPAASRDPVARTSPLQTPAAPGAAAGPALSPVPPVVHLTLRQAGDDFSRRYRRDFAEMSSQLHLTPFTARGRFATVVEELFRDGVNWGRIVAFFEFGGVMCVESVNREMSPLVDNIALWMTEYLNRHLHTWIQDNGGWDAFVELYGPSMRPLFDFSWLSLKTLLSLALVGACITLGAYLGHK
Bim-Bcl-W: human Bim-Bcl-W interaction inhibition | Q92843 | bead-based flow cytometry, Bim peptide-Bcl-W binding | inhibition, % at 10 µM | 0.02% of 190,000 active;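 note: 0% = bound tracer without compound and 100% = peptide blocker; higher means less fluorescent Bim peptide bound to Bcl-W beads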
Target sequence (Q92843 whole entry, looked up): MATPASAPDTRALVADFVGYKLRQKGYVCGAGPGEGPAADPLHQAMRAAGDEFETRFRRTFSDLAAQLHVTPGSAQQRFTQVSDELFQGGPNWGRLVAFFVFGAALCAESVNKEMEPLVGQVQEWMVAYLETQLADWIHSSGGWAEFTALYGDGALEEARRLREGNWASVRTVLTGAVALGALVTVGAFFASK
* hit, by the source's call; ? = inconclusive. Cut-off read from the data, not from the text of the source, unless noted: active = inhibition above about 40%.

SMILES	RGS7-Gao	Bfl-1 Bim block	Bcl-XL Bim block	GSH bead fluor	RGS8-Gao reg	Bcl-B Bim block	ABCG2 inh	RGS4-Gao reg	ABCB1 block	Bim-Bcl-2	Bim-Bcl-W
Nc1nc(-c2ccc3c(c2)CCCC3)cs1	99	-10	-23	263*	105	-7	1	101	0.2	-3	1
CC(=O)c1cc(-c2ccccc2)[nH]c1N1CCOCC1	98	-9	0	39	102	-7	2	97	0.5	-6	5
Cc1ccc(P(=Nc2ccccc2)(N2CCOCC2)N2CCOCC2)o1	101	0	0	25	98	0	13	97	0.6	-4	-4
C#CCOCCOCCOCCNc1nc(N2CCN(C(=O)C(CCC(=O)O)n3cc(C(N)CC(C)C)nn3)CC2)nc(N2CCN(C(=O)C(Cc3cc4ccccc4[nH]3)n3cc(C(N)Cc4ccc(O)cc4)nn3)CC2)n1 (configuration not stated)	100	-7	-4	20	99	-4	-1	104	-0.5	-7	-3
CCOc1ccc(CNC(=O)CCn2c(=O)oc3ccccc32)cc1OC	103	-19	-10	35	103	-11	0	103	-0.9	-10	0
O=C(CCCC(=O)N(CC(=O)NC1CCCC1)Cc1ccccc1Cl)Nc1ccccn1	105	-20	-11	29	101	-11	15	103	1.3	-16	-6
CCCOc1ccc(N2C(=O)CC(N(Cc3ccc(OC)cc3)C(=S)Nc3ccccc3)C2=O)cc1 (configuration not stated)	98	-1	-6	9	101	-8	1	101	0.4	-3	-5
CCOC(=O)Nc1cccc(OCC(=O)Nc2ccccc2OCC)c1	105	-12	0	12	104	-6	9	101	0.6	-3	3
Cc1onc(-c2ccccc2Cl)c1C(=O)OCC(=O)c1ccc2c(c1)OCCO2	101	0	-2	14	98	0	4	101	0.7	-3	0
O=C(COC(=O)c1ccc(O)cc1)Nc1ccc(OC(F)F)cc1	95	-8	-2	62	96	-3	2	96	-0.1	-3	-2
COc1cc(NS(=O)(=O)c2ccc(F)cc2)c(OC)cc1NC(C)=O	101	-1	1	18	99	-3	0	99	-0.1	-1	-3
CC1=CC(c2ccccc2)n2nc(NS(=O)(=O)c3ccc(C)cc3)nc2N1 (configuration not stated)	98	-1	-4	13	99	-1	1	97	0.1	-3	0
O=C(Nc1ccccc1N1CCN(C(=O)c2ccccc2)CC1)c1ccc(Cl)cc1	98	5	-1	28	99	2	12	100	4.9	-1	-4
Cc1cccc(CSc2nn3c(=O)c(C)nnc3s2)c1	106	-8	-2	17	101	-4	-1	99	-0.3	-4	-1
Cc1nc2ccc(C(=O)Nc3cccc([N+](=O)[O-])c3)cc2s1	?	-8	-2	15	100	-6	14	98	0.6	-7	-2

Copied from the list:
Cc1nc2ccc(C(=O)Nc3cccc([N+](=O)[O-])c3)cc2s1 in RGS8-Gao reg: 100
CCOC(=O)Nc1cccc(OCC(=O)Nc2ccccc2OCC)c1 in RGS8-Gao reg: 104

New compounds follow.
SMILES	RGS7-Gao	Bfl-1 Bim block	Bcl-XL Bim block	GSH bead fluor	RGS8-Gao reg	Bcl-B Bim block	ABCG2 inh	RGS4-Gao reg	ABCB1 block	Bim-Bcl-2	Bim-Bcl-W
CCCCN1CC2([N+](=O)[O-])C=CC(=O)C([N+](=O)[O-])(C1)C2CC(=O)c1ccccc1 (configuration not stated)	94	-5	-5	11	102	-5	2	96	-0.1	-7	-3
Cc1nnc2ccc(-c3cccc(NC(=O)c4ccc(Cl)nc4)c3)nn12	98	-2	0	6	102	-1	8	101	0.9	0	0
CC(C)CNC(CC(=O)Nc1cccc([N+](=O)[O-])c1)C(=O)O (configuration not stated)	95	-3	-6	10	102	-5	2	98	0.2	-3	-5
O=C(NCC1CCCO1)c1cc(C(=O)C2CC2)c[nH]1 (configuration not stated)	93	-2	1	20	96	-1	3	94	0.3	1	-1
C/C(Cc1ccccc1)=N\NC(=O)c1cc(C(C)(C)C)[nH]n1	94	-4	-2	20	98	-3	1	95	-0.1	-3	-3
Cc1nc2ccccc2n1CCc1ccccc1	102	-8	-2	11	102	-6	3	103	0.2	-3	-1
Cc1ccccc1Cn1c(-c2cncs2)nc2ccccc21	109	-7	-1	45	100	-4	6	107	1.5	-4	4
CN(C(=O)COC(=O)c1ccc(=O)n(Cc2ccccc2)n1)c1ccccc1	101	-5	0	14	101	-1	7	101	1.5	0	1
CCOC(=O)N1CCN(C(=O)c2ccccc2Oc2ccccc2)CC1	94	-12	-5	15	99	-7	1	99	0.4	-1	2
COc1cc(OC)cc(C(=O)Nc2ccccc2-c2nnn(CC(N)=O)n2)c1	90	2	-10	10	79	-2	13	92	0.9	-3	-9
COc1ccccc1/C=C/C=N/N1CCN(Cc2ccc(Cl)cc2)CC1	109	-2	-3	9	101	-1	2	104	0.6	-4	-1
C=CCNCCCCOc1ccc(OCC)cc1	84	0	-3	15	88	0	4	90	0.7	-2	0
CC(Sc1nnc(-c2ccccc2)c(-c2ccccc2)n1)C(=O)Nc1ncc(Cl)cc1Cl (configuration not stated)	100	-14	-6	16	99	-7	7	100	6.6	-10	-5
CC(=O)Nc1ccc(S(=O)(=O)N2CCN(C(=O)c3ccccc3F)CC2)cc1	101	-2	-4	30	95	-3	3	94	0.6	0	-1
O=C(NCc1cccnc1)C1CC(c2ccc(F)cc2)=NO1 (configuration not stated)	105	1	1	13	102	5	5	104	1.0	4	1

Some of these compounds in order of their number in ABCB1 block, highest first:
SMILES | ABCB1 block
Cc1nnc2ccc(-c3cccc(NC(=O)c4ccc(Cl)nc4)c3)nn12 | 0.9
C=CCNCCCCOc1ccc(OCC)cc1 | 0.7
CCOC(=O)N1CCN(C(=O)c2ccccc2Oc2ccccc2)CC1 | 0.4
O=C(NCC1CCCO1)c1cc(C(=O)C2CC2)c[nH]1 (configuration not stated) | 0.3
Cc1nc2ccccc2n1CCc1ccccc1 | 0.2

Additional results.
SMILES	RGS7-Gao	Bfl-1 Bim block	Bcl-XL Bim block	GSH bead fluor	RGS8-Gao reg	Bcl-B Bim block	ABCG2 inh	RGS4-Gao reg	ABCB1 block	Bim-Bcl-2	Bim-Bcl-W
COC(=O)C1CCCN1C(=O)COc1ccc(Cl)cc1Br (configuration not stated)	100	0	-2	7	101	-5	5	100	0.6	0	-2
O=C(Nc1cccc(Cl)c1)OCc1cnc(Cl)s1	99	-15	-7	32	102	-15	29	102	1.6	-4	0
O=C(NCCCn1ccnc1)c1ccco1	109	-5	-6	49	119	-4	0	113	0.1	-6	-4
COc1cccc(C2C(C(C)=O)=C(O)C(=O)N2Cc2ccco2)c1 (configuration not stated)	99	1	-1	19	100	-1	1	101	0.3	1	0
COc1cccc(CC(NC(C)=O)C(=O)NC2CCN(S(=O)(=O)c3ccc(C)cc3)CC2)c1OC (configuration not stated)	100	-6	-4	12	100	-3	6	97	0.4	-2	-1
CCNC(=S)Nc1ccc(Cl)cc1Cl	99	0	-9	5	101	-5	1	103	-0.2	-1	-2
CC1c2[nH]c3ccccc3c2CCN1S(C)(=O)=O (configuration not stated)	100	3	2	30	99	1	2	102	0.1	0	0
O=[N+]([O-])c1ccc2nc(-c3ccc(Cl)cc3)n(OCc3ccccc3)c2c1	99	-3	-4	26	99	-4	7	102	0.1	-4	-3
NC(=O)C1CCN(C(c2ccccc2)c2nnnn2C2CCCC2)CC1 (configuration not stated)	93	2	-1	14	96	-1	0	88	-0.3	5	-1
COC(=O)C1=C(C)NC(=O)CC1c1cccc(OC)c1OC (configuration not stated)	97	-11	-6	29	98	-10	6	94	0.7	-7	-2
CC1=C(C(=O)N(C)C)C(c2cccs2)NC(=O)N1 (configuration not stated)	104	0	-2	15	100	-5	1	100	0.4	13	-1
CCN(CC)S(=O)(=O)c1cc(C(=O)N2CCc3ccccc32)ccc1Cl	100	-8	-3	81	106	-5	0	99	0.5	-5	-2
COC(=O)CCCNC(=O)c1ccc2[nH]c(C)c(C)c2c1	93	0	3	18	91	2	5	94	0.8	-2	1
Fc1cccc(NC(=S)NCCc2ccccc2)c1	94	0	-8	8	103	-9	34	98	3.9	-2	-4
NC(=O)NCCCC(NC(=O)c1ccc(C#CC2(O)CCCCC2)cc1)C(=O)O (configuration not stated)	103	-4	0	22	104	-1	1	104	0.4	-2	0
CC1CCCCN1C(=O)c1cccc(NC(=O)c2ccccc2)c1 (configuration not stated)	86	-9	-2	16	73	-7	1	89	0.3	-1	1
CCCCC(=O)N1CCN(c2ccc(OC)cc2[N+](=O)[O-])CC1	100	-2	-1	9	104	-3	14	101	1.2	-3	-5
O=C(Nc1cccc(Cl)c1Cl)C1CC(=O)N(c2ccc(Br)cc2)C1 (configuration not stated)	100	3	1	19	103	0	0	99	0.1	-1	3
CCOC(=O)c1ccc(-n2c(CN3CCN(CCO)CC3)nc3ccc([N+](=O)[O-])cc3c2=O)cc1	?	-4	-3	13	100	-2	11	101	1.0	-1	0
COc1cccc(C(=O)Nc2nnc(-c3cccs3)s2)c1	105	0	-4	4	98	-8	1	105	0.1	2	1
COc1cc2c3c(c1OC)C1(C=CC(=NO)C=C1)CC3N(C(C)=O)CC2 (configuration not stated)	102	-17	-5	27	103	-7	13	103	0.8	-11	0
c1ccc2c(c1)nc(-c1ccncc1)n1nnnc21	102	-20	-8	27	100	-12	65	102	1.5	-8	-4
Cc1ccc(/C=N/n2c(C)n[nH]c2=S)o1	100	9	1	22	98	-7	2	99	0.7	6	7
COc1ccc(-c2ccc(SCC(=O)N3CCCC3)nn2)cc1OC	94	3	0	11	99	-3	4	97	0.4	0	2
CCc1ccc(OCC2c3cc(OC)c(OC)cc3CCN2C(=S)NC)cc1 (configuration not stated)	99	-1	-10	10	97	-8	6	101	1.0	-3	-6
O=C(O)c1ccccc1Nc1ccc([N+](=O)[O-])cc1	99	0	-7	6	89	-5	2	93	0.7	-4	-5
Cn1nc([N+](=O)[O-])nc1Sc1nnc(-c2ccccc2)o1	103	1	-1	22	102	-1	2	104	0.5	0	-1
O=C(CSc1nc2ccsc2c(=O)n1Cc1ccc(C(=O)O)cc1)NCC1CCCO1 (configuration not stated)	99	3	0	17	102	0	-6	103	-1.4	0	0
COC(=O)c1sc(NC(=O)c2ccc(Cn3cc(Cl)cn3)o2)c(C#N)c1C	144	21	-4	8	87	-25	2	97	0.0	0	0
COc1ccc(N2CCN(C(=O)C(C)(C)Oc3ccc(Cl)cc3)CC2)cc1	99	0	-4	13	99	-4	9	100	1.2	-1	-5
COCc1cc(C)nc(Nc2ccccc2C)c1C#N	99	0	0	28	102	-4	10	100	0.8	0	-4
CC1(C)CC(=O)c2cc(C(=O)NCc3ccco3)c(=O)n(-c3ccc(Cl)cc3)c2C1	95	-3	2	27	92	-8	5	94	-0.2	0	0
COc1ccc(Br)cc1C1Nc2ccccc2C(=O)N1NC(=O)c1ccncc1 (configuration not stated)	111	-1	-4	34	109	0	30	104	-1.0	-1	0
O=C1CN(S(=O)(=O)c2ccccc2)CC(=O)N1CCc1ccccc1	100	-9	-3	28	98	-6	2	100	1.0	-2	3
N#CC1=C(C=Nc2ccccc2O)CCC1	102	-12	-8	35	99	-10	10	104	-0.2	-8	0
C/C(=N\NC(=S)NCc1ccccc1)c1ccc(Br)cc1	?	-6	-4	13	94	-5	18	93	0.4	-2	-6
CC(C)N1CCN(Cc2cccc(-c3ccco3)c2)CC1CCO (configuration not stated)	108	-6	-3	10	101	0	14	104	0.1	-5	0
